HTT cytoprotect: Huntington cell model cytoprotection by ATP luminescence. hit rate 0.14% among 230,000. Potency, µM (highest dose often 56.4 µM), inactives show cytoprotection (ATP increase), usual class: activators. PC12 HTT-Q103 induced, cytoprotection, ATP luminescence, 40 h;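 note: % of control where 0% means no effect; nearly all actives have a fitted effect of over 45% in size; toxic huntingtin expression switched on by the ecdysone agonist tebufenozide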
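Compounds added alongside 100 nM tebufenozide, which induces toxic Q103 huntingtin exon 1-GFP in stable PC12 cells; surviving cells quantified by luminescent ATP measurement. Medium: phenol red-free DMEM, 5% equine and 5% calf serum.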
Tau fluor cs: counter-screen for tau fibril formation inhibitors; hit rate 0.93% among 280,000; Potency, µM (highest dose often 57.7 µM), for the others: top-dose activity change, negative = decrease; AID 1463; tau K18 P301L Alexa594 fluorescence, heparin fibrillization; note: % is set by controls: 0 for no effect and ±100 for the full control effect; nearly all actives have a fitted effect of over 55% in size
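Human tau K18 P301L (15 uM unlabeled, 0.24 uM Alexa 594-labeled) in 100 mM sodium acetate pH 7 with 20 uM heparin, 6 hr at 37 C. ThT 30 uM added, 1 hr ambient; Alexa 594 FP and total fluorescence read at 555/632 nm.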
SMN2 splice enh: enhancers of SMN2 splice variant expression; HEK293 SMN2-luciferase splicing reporter, luminescence, 30-36 h; Potency, µM (series often up to 46.1 µM), inactives show at the top dose activity change, positive = activation, usual class: activators; hit rate 2.8% among 210,000; note: % of control where 0% means no effect; nearly all actives have a fitted effect of over 55% in size
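HEK293 cells carry an SMN2 […]–luciferase reporter in which exon 7 inclusion puts luciferase in frame. Cells were plated 10-12 h before compound addition, then incubated 30-36 h at 37C. ONE-Glo luminescence was read; sodium butyrate at 4.5 mM final served as control.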
HttQ103 aggreg: mutant huntingtin aggregation inhibition; PC12 HttQ103-GFP aggregates, Acumen cytometry, 40 h; Potency, µM (doses to about 46.1 µM), without a hit: at the top dose activity change, negative = inhibition, hits mostly inhibitors; hit rate 1.1% among 220,000; AID 1688; note: % is set by controls: 0 for no effect and ±100 for the full control effect; nearly all actives have a fitted effect of over 60% in size
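Compounds (qHTS titration) were added to PC12 cells expressing an ecdysone-driven HTT exon 1 Q103–GFP fusion after induction with 100 nM tebufenozide. Aggregate formation was measured as GFP objects in cell lysates.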
JMJD2E inh: blocks human JMJD2E demethylase activity; hit rate 1.6% among 230,000; B2RXH2; Potency, µM (highest dose often 57.1 µM), for inactives: at the highest dose activity change, negative = inhibition, hits mostly inhibitors; JMJD2E catalytic domain, FDH-coupled NADH fluorescence (FDH is formaldehyde dehydrogenase); AID 2147; active = well fitted inhibition curve with a large enough effect, not every such curve was filed as active; inconclusive = small, poorly fitted or top-dose-only effect, or another doubt; inactive = no such curve, though single readings can be large or run the other way;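 note: 0% = wells with enzyme and -100% = buffer wells without enzyme; nearly all actives have a fitted effect of over 50% in size; many of its hits are not listed in these tables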
Target sequence (B2RXH2 1-337 limits assumed): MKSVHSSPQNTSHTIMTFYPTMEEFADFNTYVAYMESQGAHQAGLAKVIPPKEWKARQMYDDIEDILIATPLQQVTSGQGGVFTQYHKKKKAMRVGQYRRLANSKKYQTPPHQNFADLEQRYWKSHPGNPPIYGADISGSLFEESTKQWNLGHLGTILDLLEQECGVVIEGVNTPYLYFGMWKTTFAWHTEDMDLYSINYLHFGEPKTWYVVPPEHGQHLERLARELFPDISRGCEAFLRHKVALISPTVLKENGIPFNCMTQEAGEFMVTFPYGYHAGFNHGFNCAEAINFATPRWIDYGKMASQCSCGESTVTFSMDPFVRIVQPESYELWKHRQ
Tau fibril FP: inhibitors of human tau fibril formation. P10636. K18 P301L tau heparin fibrillization, Alexa594 FP, 6 h. Potency, µM (titrated, usually from 57.7 µM), for the others: top-dose activity, negative = inhibition, actives largely listed as inhibitors. hit rate 0.39% among 280,000. AID 1468; note: % is set by controls: 0 for no effect and ±100 for the full control effect; nearly all actives have a fitted effect of over 55% in size
Target sequence (P10636 561-689 P618L limits assumed): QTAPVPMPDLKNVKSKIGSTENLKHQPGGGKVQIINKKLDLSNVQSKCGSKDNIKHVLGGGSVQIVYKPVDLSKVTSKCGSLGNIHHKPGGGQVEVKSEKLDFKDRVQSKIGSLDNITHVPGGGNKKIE
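Quantitative HTS format: compounds meet 15 uM recombinant K18 P301L tau and Alexa 594-tau tracer in 100 mM sodium acetate pH 7; 20 uM heparin triggers fibrillization at 37 C over 6 hr; FP gives the signal.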
ALDH1A1 inh: inhibitors of human aldehyde dehydrogenase 1A1; Purified ALDH1A1, NADH fluorescence, propionaldehyde substrate; hit rate 7.3% among 220,000; Potency, µM (highest dose often 75.3 µM), for inactives: at the top dose activity, negative = inhibition, actives largely listed as inhibitors; P00352; active = well fitted inhibition curve with a large enough effect, not every such curve was filed as active; inconclusive = small, poorly fitted or top-dose-only effect, or another doubt; inactive = no such curve, though single readings can be large or run the other way;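 note: plate controls were no enzyme wells and a reference inhibitor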
Target sequence (P00352 whole entry, looked up): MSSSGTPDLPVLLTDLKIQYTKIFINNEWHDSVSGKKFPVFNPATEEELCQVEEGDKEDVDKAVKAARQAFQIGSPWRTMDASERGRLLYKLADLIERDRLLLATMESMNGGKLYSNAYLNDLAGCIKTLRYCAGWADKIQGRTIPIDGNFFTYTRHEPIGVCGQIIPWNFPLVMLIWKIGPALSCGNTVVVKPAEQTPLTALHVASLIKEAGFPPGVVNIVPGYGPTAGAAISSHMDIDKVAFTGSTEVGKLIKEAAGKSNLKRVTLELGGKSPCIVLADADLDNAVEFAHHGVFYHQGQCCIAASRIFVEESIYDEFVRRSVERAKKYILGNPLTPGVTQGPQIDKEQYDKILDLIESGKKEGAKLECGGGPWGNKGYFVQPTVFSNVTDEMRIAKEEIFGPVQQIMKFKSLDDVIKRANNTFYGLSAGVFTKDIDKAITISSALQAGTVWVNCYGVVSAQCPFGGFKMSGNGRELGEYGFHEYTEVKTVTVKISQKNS
Tau fibril ThT: inhibitors of human tau fibril formation, thioflavin T binding; recombinant tau K18 P301L (four-repeat tau fragment), heparin-induced fibrillization, ThT fluorescence; Potency, µM (doses to about 57.4 µM), for inactives: at the top dose activity, negative = inhibition, hits mostly inhibitors; hit rate 2.1% among 270,000; note: % is set by controls: 0 for no effect and ±100 for the full control effect; nearly all actives have a fitted effect of over 55% in size
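Aggregation was driven by heparin (20 uM final) acting on recombinant tau […] bearing P301L in 100 mM sodium acetate pH 7; fibrils were detected with Thioflavin T.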
* = called active by the depositor; ? = inconclusive; · = no result given; & = joins results of further samples; [ ] = another dose, or the depositor's remark. Unless noted, calls come from the whole dose curve; as a rule, active = well fitted curve in the direction sought with a large enough effect; inconclusive = small, poorly fitted or top-dose-only effect, or another doubt; inactive = no such curve, though single readings can be large; an effect the other way counts as inactive or inconclusive. Potency is the fitted concentration of half-maximal effect. A portion of the library; the hit share may differ from the screen's.

SMILES	HTT cytoprotect	Tau fluor cs	SMN2 splice enh	HttQ103 aggreg	JMJD2E inh	Tau fibril FP	ALDH1A1 inh	Tau fibril ThT
Cc1cc(C)n(CCCN2C(=O)c3cccc4cccc(c34)C2=O)n1	-37%[inhibitor]	-2%	-7%	-15%[9.22 µM]	?	-5%	-5%	-5%
COc1ccc(S(=O)(=O)N2CCCN(S(=O)(=O)c3ccc(OC)c(C)c3)CC2)cc1C	-16%[10 µM]	-23%	-20%	-1%	6%	11%	-4%	-11%
Cc1cc(N2CCOCC2)ccc1/C=C1\SC(=O)N(C(C)C)C1=O	17%	?	20%	-18%	11%	15%	5µM*	?
O=C(COC(=O)Cn1cnc2ccccc21)Nc1ccc2c(c1)C(=O)c1ccccc1C2=O	-26%[10 µM]	6%	-12%	-2%	-5%	7%	0.63µM*	10%
FC(F)(F)c1cccc(N2CCN(C(=S)NC3CCCC3)CC2)c1	-6%[10 µM]	?	-13%	?	4%	-4%	8%	-22%
COc1ccc(-c2noc(-c3cccnc3)n2)cc1OC	3%[10 µM]	2%	?	27%	10%	-1%	1%	-15%
COC(=O)C1C(=O)CC(C)(O)C(C(=O)OC)C1c1ccc2c(c1)OCO2 (stereo unspecified)	3%	-3%	12%	3%	4%	6%	8%	-5%
Cc1ccc(S(=O)(=O)N2CCC(=O)N(CCOC(=O)Nc3cc(C)cc(C)c3)CC2)cc1	-161%[inhibitor]	-15%&-16%	-16%	13%	6%	6%&14%	13%&5%	-7%&-11%
CNC(=O)c1nc(C)n(-c2cc(Cl)ccc2Cl)n1	-7%	-4%	-13%	2%	-26%	4%	-4%	-1%
O=C(CSc1nnc(SCc2ccccc2Cl)s1)N/N=C/c1ccc(C(=O)O)cc1	8%[10 µM]	-13%	·	-10%[9.22 µM]	5%	-5%	·	-7%
O=C(NCC1CCCO1)C1CCC(=O)N1Cc1ccccc1Cl (stereo unspecified)	?	-1%	-1%	1%	13%	-5%	-10%	8%
c1ccc(CN2CCOCC2)cc1	22%	-4%	17%	12%	11%	11%	6%	-7%
CCOC(=O)CSC(CC)C(=O)Nc1nnc(C(C)C)s1 (stereo unspecified)	-8%	-4%	8%	-8%	1%	-2%	?	-17%
O=C(Cc1ccc(Cl)cc1)NCCCn1ccnc1	-30%[10 µM]	-11%	6%	-2%	6%	-3%	9%	-10%
CCOC(=O)N1CCC(NC(=O)c2ccc3c(c2)N(C)CCS3)CC1	4%[10 µM]	6%	-5%	-18%	-4%	9%	?	3%
O=C(/C=C/c1cccc([N+](=O)[O-])c1)N1CCN(c2ccc(F)cc2)CC1	17%[10 µM]	-22%	-43%[inhibitor]	20%	-1%	-3%	4%	?
CC(C)(C)n1nnnc1C(c1cccnc1)N1CCOCC1 (stereo unspecified)	-1%[10 µM]	-9%	·	0%[9.22 µM]	0%	4%	6%	-8%
Cc1cccc([C@H]2[C@@H]3C=CCC[C@@]3(C)C(=O)N2Cc2ccccc2)c1	-132%[inhibitor]	-5%[81.3 µM]	·	·	·	0%[81.3 µM]	-3%	-12%[81.4 µM]
CN(CC(=O)N1CC(=O)N(CCc2ccccc2)C(=O)C1)S(=O)(=O)c1cccc2nsnc12	-8%	-5%	-11%	-5%	6%	-11%	?	3%
O=C(NCc1ccco1)c1cccc(NS(=O)(=O)c2ccccc2F)c1	21%[10 µM]	-8%	-4%	1%	-4%	-13%	3.5µM*	-4%
CCOC(=O)c1c(C)n(-c2ccccc2)c2ccc(OC(=O)c3cccc(Cl)c3)cc12	·	-3%	-2%	·	·	1%	·	-7%
CC1=Cc2ccccc2C(C#N)N1C(=O)c1ccccc1 (stereo unspecified)	-24%[10 µM]	-11%	-13%	3%	10%	2%	-10%	-13%
Cc1c(C(=O)NCc2cccnc2)oc2ccc(S(=O)(=O)N3CC(C)CC(C)C3)cc12 (stereo unspecified)	6%	-12%	-6%	-13%	-8%	-7%	-4%	-10%
CCC(C)/C(C)=N/NC(=O)c1ccccc1OCCOc1ccccc1 (stereo unspecified)	-54%[inhibitor]	3%	6%	-13%	12%	9%	-10%	2%
O=C(c1cn(-c2ccccc2)nc1-c1ccccc1)N1CCOCC1	-12%	4%	-21%	3%	-1%	2%	?	-9%
CC(Oc1ccc(C#N)cc1)C(=O)c1ccc(F)c(F)c1 (stereo unspecified)	1%	-13%	-4%	0%	4%	-3%	6%	-5%
COc1ccc(C(CC(=O)O)n2cnnn2)cc1 (stereo unspecified)	-13%	-8%	·	8%	9%	-10%	4%	-8%
CC1(C)C/C(=N\O)C(C(O)c2cccc([N+](=O)[O-])c2)C(C)(C)N1 (stereo unspecified)	-5%[10 µM]	-11%	·	0%[9.22 µM]	-5%	4%	·	-7%
COc1ccc(N2CSC3=C(C#N)C(c4ccc(OC)c(OC)c4)CC(=O)N3C2)c(OC)c1 (stereo unspecified)	-8%	?	14%	-13%	-24%	16µM*	11µM*	7.9µM*
Cc1ccc(NC2=NCC(Cc3ccc(Br)cc3)S2)cc1 (stereo unspecified)	-16%[10 µM]	?	·	-6%[9.22 µM]	1%	-10%	5%	-14%

Part of the list above in order of molecular weight, ascending.
SMILES	HTT cytoprotect	Tau fluor cs	SMN2 splice enh	HttQ103 aggreg	JMJD2E inh	Tau fibril FP	ALDH1A1 inh	Tau fibril ThT
CC1=Cc2ccccc2C(C#N)N1C(=O)c1ccccc1 (stereo unspecified)	-24%[10 µM]	-11%	-13%	3%	10%	2%	-10%	-13%
CNC(=O)c1nc(C)n(-c2cc(Cl)ccc2Cl)n1	-7%	-4%	-13%	2%	-26%	4%	-4%	-1%
Cc1cccc([C@H]2[C@@H]3C=CCC[C@@]3(C)C(=O)N2Cc2ccccc2)c1	-132%[inhibitor]	-5%[81.3 µM]	·	·	·	0%[81.3 µM]	-3%	-12%[81.4 µM]
CCC(C)/C(C)=N/NC(=O)c1ccccc1OCCOc1ccccc1 (stereo unspecified)	-54%[inhibitor]	3%	6%	-13%	12%	9%	-10%	2%
FC(F)(F)c1cccc(N2CCN(C(=S)NC3CCCC3)CC2)c1	-6%[10 µM]	?	-13%	?	4%	-4%	8%	-22%
CCOC(=O)c1c(C)n(-c2ccccc2)c2ccc(OC(=O)c3cccc(Cl)c3)cc12	·	-3%	-2%	·	·	1%	·	-7%
O=C(COC(=O)Cn1cnc2ccccc21)Nc1ccc2c(c1)C(=O)c1ccccc1C2=O	-26%[10 µM]	6%	-12%	-2%	-5%	7%	0.63µM*	10%
CN(CC(=O)N1CC(=O)N(CCc2ccccc2)C(=O)C1)S(=O)(=O)c1cccc2nsnc12	-8%	-5%	-11%	-5%	6%	-11%	?	3%

(further entries)
SMILES	HTT cytoprotect	Tau fluor cs	SMN2 splice enh	HttQ103 aggreg	JMJD2E inh	Tau fibril FP	ALDH1A1 inh	Tau fibril ThT
O=C(CSCc1c(Cl)cccc1Cl)Nc1ccccc1-c1ccccc1	10%[10 µM]	-9%	-21%	1%	-9%	9%	?	-9%
O=C(CN1CCN(c2ccccc2)CC1)Nc1ccccc1C(F)(F)F	5%	-8%	-9%	-10%	-2%	0%	12%	-7%
COc1ccc(NC(=O)c2[nH]ncc2[N+](=O)[O-])cc1	-31%[inhibitor]	-2%	-19%	-1%	-14%	5%	15µM*	-17%
O=C(c1ccco1)N1CCN(C(=O)C2CCN(S(=O)(=O)c3cccs3)CC2)CC1	-20%	-16%	·	-2%	8%	1%	-5%	?
CC(C)[C@H]1CN(C)CCN1Cc1cn(C)nc1-c1cccc(Cl)c1	-41%[inhibitor]	-13%	·	3%	3%	2%	0%	-10%
O=C(Nc1ccc(Br)c(C(F)(F)F)c1)c1ccc(C(F)(F)F)cc1	3%[10 µM]	-28%	·	-18%[9.22 µM]	4%	22µM*	·	·
FC(F)(F)c1cc(N2CCOCC2)nc(-c2ccccc2)n1	3%[10 µM]	-15%	-11%	-2%	-16%	-12%	11%	-3%
O=C(O)C1CCCCC1C(=O)NCCCN1CCOCC1 (stereo unspecified)	13%	2%	-2%	6%	4%	6%	4%	-3%
O=C(/C=C/c1ccccc1)Nc1cc(S(=O)(=O)N2CCOCC2)ccc1N1CCCC1	11%[10 µM]	3%	?	-4%	7%	-2%	?	0%
CCOC(=O)c1c(C)nc2sc3c(=O)n(-c4ccc(C(C)=O)cc4)cnc3c2c1-c1ccc(OC)cc1	5%[10 µM]	-16%	3%	15%	8%	-2%	?	-14%
N/C(=N\OC(=O)c1cccc(F)c1)c1ccccc1	-14%	-7%	2%	-3%	4%	-5%	-12%	-4%
Cn1cc([N+](=O)[O-])c(C(=O)Nc2nccs2)n1	4%[10 µM]	-4%	·	9%[9.22 µM]	4%	-5%	9%	-5%
COC(=O)c1ccccc1NC(=O)NCCc1ccc(OC)c(OC)c1	-31%[inhibitor]	-8%	-3%	-6%	-6%	-3%	6%	-15%
N#CC(C#N)=Cc1cc2ccccc2nc1N1CCCCC1	·	-15%	-18%	-13%	-8%	-2%	10%	-8%
Cc1ccc(C)c(Nc2nc3nonc3nc2N2CCOCC2)c1	-1%	-7%	-13%	13%	-1%	2%	21%	-2%
Cc1ccc2nc(Cl)c(C3CC(c4cccs4)=NN3S(C)(=O)=O)cc2c1 (stereo unspecified)	2%[10 µM]	-19%	-3%	9%	?	-11%	-8%	-5%
CCOCCCn1cnc2c3cc(F)ccc3n(C)c2c1=O	7%[10 µM]	3%	·	-8%[9.22 µM]	?	12%	?	-4%
CCc1ccc(C(=O)Cn2ncc(Cl)c(Cl)c2=O)cc1	-100%[inhibitor]	-17%	·	?	2%	?	14µM*	?
COc1ccc2c(c1)C(=O)N(c1ccccc1C)C(=O)C2(C)C	-33%[inhibitor]	0%	4%	8%	?	3%	?	0%
COc1ccc(C2C(C(=O)c3cccs3)=C(O)C(=O)N2c2nncs2)cc1 (stereo unspecified)	5%	-4%	7%	-5%	2%	-1%	0%	-9%
